# Screens from PubChem.
# aSyn tox rescue: rescues yeast growth from alpha-synuclein toxicity. S. cerevisiae alpha-synuclein toxicity rescue, BacTiter-Glo growth, 24 h. Potency, µM (doses to about 46.1 µM), inactives show at the highest dose growth rescue (activation), hits mostly activators. 94,000 tested, 0.02% active. AID 1347070; active = well fitted activation curve with a large enough effect; inconclusive = small, poorly fitted or top-dose-only effect; also: 0% is about no effect
#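 Growth restoration measured by BacTiter-Glo luminescence after 24 hr at 30 deg C; alpha-synuclein yeast, raffinose-pregrown to mid-log, were added at OD600=0.02 in galactose medium onto pinned compounds.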
# Starred values were filed as active, the others as inactive; ? = inconclusive; [ ] = remark or other dose. Potency is read from the fitted curve at half-maximal effect. The list is partial; count on the stated rates, not on these rows.
# The first four entries, to show the layout:
SMILES,aSyn tox rescue
CCc1ccc(NC(=O)c2ccc3c(O)c(S(=O)(=O)c4ccccc4)c(=O)[nH]c3c2)cc1,-7%
C/C(N)=C(/C#N)C(=O)CSc1nc2ccccc2c(=O)n1CCCO,-7%
Cc1cc(C)cc(OC(C)C(=O)NCCCn2ccnc2)c1 (configuration not stated),1%
COc1ccccc1NC(=O)CSc1oc(-c2cccs2)nc1S(=O)(=O)c1ccc(Br)cc1,2%

# The listing (from the top)
SMILES,aSyn tox rescue
CCc1ccc(NC(=O)c2ccc3c(O)c(S(=O)(=O)c4ccccc4)c(=O)[nH]c3c2)cc1,-7%
C/C(N)=C(/C#N)C(=O)CSc1nc2ccccc2c(=O)n1CCCO,-7%
Cc1cc(C)cc(OC(C)C(=O)NCCCn2ccnc2)c1 (configuration not stated),1%
COc1ccccc1NC(=O)CSc1oc(-c2cccs2)nc1S(=O)(=O)c1ccc(Br)cc1,2%
O=C(NCc1cccnc1)c1cn(-c2ccccc2)nc1-c1ccccc1,5%
COc1ccc(N2CCN(S(=O)(=O)c3ccc4c(c3)CC(C)N4C(C)=O)CC2)cc1 (configuration not stated),-10%
CCc1ccccc1NS(=O)(=O)c1ccc2[nH]cc(C(=O)NC3CCCC3)c(=O)c2c1,-4%
CCCCn1c(N)c(N(CC(C)C)C(=O)CSCC(=O)Nc2ccc(OC)cc2)c(=O)[nH]c1=O,1%
COC(=O)c1cc(-c2ccc(S(=O)(=O)N3CCCCC3)cc2)c(C(F)(F)F)s1,-12%
COc1ccnc(Oc2ccccc2)c1-c1ncn[nH]1,20%
O=C(NCC(c1ccc2c(c1)OCO2)N1CCN(c2ccccc2)CC1)C(=O)Nc1ccccc1F (configuration not stated),-1%
CCC(C)NC(=O)Cn1c(=O)n(-c2ccc(C)c(C)c2)c(=O)c2c(C)c(C(=O)N(CC)CC)sc21 (configuration not stated),3%
CCOc1cc(-c2nnc(SCC(=O)NCc3ccccc3)nc2-c2ccc(OC)c(OCC)c2)ccc1OC,10%
CCOc1ccccc1N(CC(=O)NC1CCCC1)S(=O)(=O)c1ccc(C)cc1,-6%
CCc1cccc(Nc2ncnc3onc(-c4ccc(F)cc4)c23)c1,-8%
COc1cc(NC(=O)c2ccc(NC(=O)N3CCSc4ncccc43)cc2)cc(OC)c1,5%
COc1ccc(S(=O)(=O)n2nc(C)c(S(=O)(=O)N3CCCCCC3)c2C)cc1,1%
Cc1cccc(NC(=O)CSc2nc3c(oc4ccccc43)c(=O)n2C(C)C)c1,5%
O=C(NCc1ccc(Cl)cc1)c1cccc2c1C(=O)N(CC1CCCO1)C2 (configuration not stated),13%
Cc1ccc(NC(=O)c2sc3nc4n(c(=O)c3c2C)CCCCC4)c(Br)c1,4%

# Continued; the last 2 above are carried over.
SMILES,aSyn tox rescue
O=C(NCc1ccc(Cl)cc1)c1cccc2c1C(=O)N(CC1CCCO1)C2 (configuration not stated),13%
Cc1ccc(NC(=O)c2sc3nc4n(c(=O)c3c2C)CCCCC4)c(Br)c1,4%
Cn1c(=O)n(-c2ccc(F)c(Cl)c2)c(=O)c2sc3ccccc3c21,0%
CCN(c1ccc(OC)cc1)S(=O)(=O)c1ccc2[nH]c(=O)ccc2c1,5%
CCN(C(=O)COC(=O)/C=C/c1c(C)nn(Cc2ccc(C)cc2)c1C)C1CCS(=O)(=O)C1 (configuration not stated),2%
COc1ccc(S(=O)(=O)N2CCN(C(=O)c3cc(-c4ccc(Br)cc4)n[nH]3)CC2)cc1OC,-3%
Cc1cccc(-n2ncc(C(=O)N3CCC(C)CC3)c2C2CCN(C(=O)OC(C)(C)C)CC2)c1,-8%
NC(=O)C1CCN(C(=O)c2cccc(S(=O)(=O)N3CCCC3)c2)CC1,-6%
COc1ccc(C2c3c(oc4ccc(C)cc4c3=O)C(=O)N2CCCN2CCOCC2)cc1OC (configuration not stated),-1%
CCCOc1ccc(C2c3c(-c4ccccc4O)n[nH]c3C(=O)N2CCc2ccccc2)cc1OCC (configuration not stated),7%
Cc1ccc(Cl)cc1N1CCN(C(=O)c2ccc(C)c(-n3c(C)nc4cccnc43)c2)CC1,12%
CCOc1ccc(NC(=O)Cn2c(=O)n(Cc3nc(-c4ccccc4)no3)c(=O)c3ccccc32)cc1,5%
Cc1[nH]nc2c1C(c1cnn(C)c1)C(C#N)=C(N)O2 (configuration not stated),0%
Cc1csc(NC(=O)c2cn3ccccc3n2)n1,-22%
CN(C)C(CNC(=O)CNC(=O)c1ccc2ccccc2c1)c1ccccc1 (configuration not stated),-5%
CC(=O)NS(=O)(=O)c1ccc(N=c2ssc3c2-c2cc(C)c(C)cc2NC3(C)C)cc1,-9%
COc1ccc(CNC(=O)C2CCN(S(=O)(=O)c3c(C)noc3/C=C/c3ccccc3F)CC2)cc1,5%
COc1ccc(C(=O)CC2(O)C(=O)N(Cc3cccc(C(F)(F)F)c3)c3ccccc32)cc1 (configuration not stated),?
O=C(COC(=O)c1ccc(Cl)nc1)NC(=O)c1ccc(OC(F)F)cc1,2%
CCn1c(-c2sc(-c3ccccc3)nc2C)n[nH]c1=S,15%
COc1cccc(-c2nc(SCC(=O)NCC3CCCO3)c(-c3ccc(F)cc3)[nH]2)c1 (configuration not stated),-3%
Cc1ccc(C)c(N2CCN(C(=O)c3cccn3-c3nnc(N4CCCCC4)s3)CC2)c1,-21%
COc1cccc(CNC(=O)c2ccc3c(c2)c(C)c(C)n3Cc2ccccc2)c1OC,7%
Cc1ccccc1NC(=O)CSc1nc2ccccc2c2nc(CCn3cncc3C)nn12,2%
Oc1[nH]c2ccc(Br)cc2c1N=Nc1nn[nH]n1,-11%
C[C@@H]1Cn2cnc(C(=O)NCc3ccc(CNC(=O)OC(C)(C)C)cc3)c2C(=O)N1,0%
CCOc1cc(-c2nnc(SCC(=O)Nc3ccc(F)c(F)c3)nc2-c2ccc(OC)c(OCC)c2)ccc1OC,9%
COc1ccc(CNC(=O)CCC2N=C3c4ccccc4N=C(SCC(=O)NCCc4ccc(OC)c(OC)c4)N3C2=O)cc1 (configuration not stated),2%
COC(=O)c1ccc(Cl)cc1NC(=O)NCc1c(-n2cccc2)sc2c1CCCC2,-2%
Fc1ccc(C2CCCN2Cc2nc(Cc3ccccc3)no2)cc1 (configuration not stated),2%
Cc1cccc(-n2cc(-c3ccccc3)[nH]c2=S)c1,4%
Cc1cc(-c2nc3ncccc3o2)ccc1NC(=O)c1ccc(Br)cc1,-7%
C[C@H]1CN([C@@H](C)CO)C(=O)CCCn2nncc2CO[C@H]1CN(C)C(=O)Nc1ccc(N2CCCCC2)cc1,0%
COc1ccc(-c2cccc(NS(=O)(=O)c3cccc([N+](=O)[O-])c3)c2)nn1,-3%
Cc1ccccc1NC(=O)CSc1nnc2ccc(-c3ccncc3)nn12,5%
CCOc1ccc(NC(=O)CCCc2nnc3n(C)c(=O)c4sccc4n23)cc1,5%
Cc1ccc(O)c(-c2ccnc3cc(-c4ccc(Cl)cc4)nn23)c1,-5%
Cc1c(O)ccc(NS(=O)(=O)c2ccccc2)c1C,-1%
O=c1[nH]nc(-c2ccc(F)cc2)cc1Cc1ccc(F)cc1,0%
O=C(CN1CCN(Cc2ccccc2)CC1)NCc1ccccc1Cl,5%
CC(=O)c1cccc(NC(=S)NC(=O)Cc2ccccc2)c1,-4%
COc1cccc(N2CC(NC(=O)c3cc(Cl)ccc3OC)CC2=O)c1 (configuration not stated),7%
CCOC(=O)Cc1ccc(NC(=O)Nc2cc3c(cc2N2CCCCC2)n(C)c(=O)n3C)cc1,4%
Cc1nn2c(N3CCN(C)CC3)c3c(nc2c1-c1ccccc1)CCCC3,5%
CCN(CC)S(=O)(=O)c1ccc(N2CCOCC2)c(NC(=O)c2cc3ccccc3o2)c1,7%
Cc1ccc(NC(=O)Cn2cnc3c(oc4ccccc43)c2=O)cc1,4%
Cc1ccc(CN2CCN(Cc3cccc(-n4cccn4)c3)CC2CCO)cc1 (configuration not stated),0%
Cc1nc(Oc2ccc(F)cc2Cl)c2oc3ccccc3c2n1,4%
N/C(=N\OC(=O)C1CCCCC1)c1ccc(Br)cc1,-37%[inhibitor]
CCOc1ccc(/C=C/c2nc(C#N)c(NC(C)c3ccccc3)o2)cc1 (configuration not stated),-1%
COCCCNCCOc1ccccc1-c1ccccc1,-4%
COc1ccc2nc(NC(=O)c3ccc(S(=O)(=O)N4CCCC(C)C4)cc3)sc2c1 (configuration not stated),-2%
CC(C)C1C(=O)Nc2ccc(S(=O)(=O)NCc3ccc(Cl)cc3)cc21 (configuration not stated),-2%
O=C(c1ccc(Cn2c(=S)[nH]c3cc4c(cc3c2=O)OCO4)cc1)N1CCN(c2ccccc2)CC1,-4%
CC(=O)c1ccc(N2CCN(S(=O)(=O)c3cc(-c4noc(C)n4)ccc3C)CC2)cc1,-8%
CCOCc1nc(N)nc(N)c1-c1cccc(Cl)c1,-1%
CC1CCCCN1C(=O)C(Cc1ccccc1)N1C(=O)C2CCCCC2C1=O (configuration not stated),-12%
COc1ccc(C(=O)CCC(=O)Nc2ccc(F)cc2F)cc1,-5%
CCS(=O)(=O)N1CC(=O)N(c2ccc(Cl)cc2)C(C)(C(=O)NC2CCCCC2)C1 (configuration not stated),1%
COc1cc(Cl)c(C)cc1NC(=O)c1ccc(CN2C(=O)CCn3nc(C)cc32)cc1,-16%
CCC(C(=O)NCc1ccccc1)n1nc(C)c2sc3ccccc3c2c1=O (configuration not stated),9%
O=C(CSc1oc(-c2ccco2)nc1S(=O)(=O)c1ccc(Cl)cc1)Nc1ccc(F)cc1,-7%

# 3 compounds from above, ordered by count of non-hydrogen atoms, largest number first.
SMILES,aSyn tox rescue
COc1ccc2nc(NC(=O)c3ccc(S(=O)(=O)N4CCCC(C)C4)cc3)sc2c1 (configuration not stated),-2%
CCS(=O)(=O)N1CC(=O)N(c2ccc(Cl)cc2)C(C)(C(=O)NC2CCCCC2)C1 (configuration not stated),1%
COCCCNCCOc1ccccc1-c1ccccc1,-4%

# (listing goes on)
SMILES,aSyn tox rescue
C=C(C)Cn1c(SCC(=O)N/N=C/c2ccccc2OCC(=O)O)nnc1-c1ccc(Br)cc1,-9%
COc1ccccc1C(=O)N1c2ccccc2C(C)(c2ccc(Cl)cc2)CC1(C)C (configuration not stated),-17%
COC(=O)c1ccc(N2C(=O)Cc3cc(OC)c(OC)cc3C2c2ccc(F)cc2)cc1 (configuration not stated),-17%
COc1ccc(-c2nc3sc(CCNC(=O)C(=O)Nc4cc(C)cc(C)c4)c(C)n3n2)cc1,29%
CCn1c(=O)sc2cc(NC(=O)c3cccc(OC)c3)ccc21,2%
COc1nc(NC(C)(C)C)nc(Oc2ccc(=O)n(C)n2)n1,8%
COc1ccc(C(=O)Nc2cc(C)nn2-c2cccc(F)c2)cc1,3%
CCc1ccccc1NC(=O)C1CCCN(C(=O)c2cnn(-c3ccccc3)c2-n2cccc2)C1 (configuration not stated),1%
COC(=O)c1sccc1NC(=O)c1ccccc1F,8%
CCc1ccc(/C=C2\SC(=S)N(CCCC(=O)N3CCN(C)CC3)C2=O)cc1,15%
CCOC(=O)C1=C(COC(=O)c2cccc(NC(C)=O)c2)NC(=O)NC1C (configuration not stated),0%
COc1ccc(CN(C)C[C@@H]2OCc3cnnn3CCCC(=O)N([C@H](C)CO)C[C@H]2C)cc1,3%
CC(C)(C)NC(=O)CN(C(=O)C(=O)Nc1ccc2c(c1)OCCO2)C1CCCC1,10%
CCN(CC)C(=O)Cn1cc(C(=O)C(=O)Nc2ccc3c(c2)OCO3)c2ccccc21,3%
Cc1ccc(NC(=O)CCN2C(=O)NC3(CCCC3)C2=O)cc1,7%
CCOc1ccc(C2c3[nH]c4ccccc4c3CCN2C(=O)CCC2CCCC2)cc1 (configuration not stated),-8%
CCn1c(=O)c2sccc2n2c(CCC(=O)N3CCN(c4ccc(C(C)=O)cc4)CC3)nnc12,2%
Cc1ccc(N2CCN(C(=O)c3c4c(nc5ccccc35)C(=O)N(C3CCCCC3)C4)CC2)c(C)c1,0%
c1ccc(Nc2nc3ccccc3n3nnnc23)cc1,9%
CCOC(=O)c1c(NC(=O)COC(=O)/C=C/c2ccco2)sc2c1CC(C)(C)NC2(C)C,-11%
OC(CN1CCCC(C(F)(F)F)C1)c1ccccc1 (configuration not stated),3%
COc1cc(C(=O)NCC(c2cccs2)N2CCOCC2)ccc1OCc1ccc(Cl)cc1 (configuration not stated),6%
CCOC(=O)c1c(NC(=O)Cc2coc3ccc(CC)cc23)sc2c1CCC2,9%
NC(N)=NC(=S)Nc1ccc(Cl)cc1,9%
CCOc1ccccc1NC(=O)C(C)Sc1nc2c(c(=O)[nH]1)CCCC2 (configuration not stated),3%
CC(=O)Nc1ccc(S(=O)(=O)NCC(=O)NC(C)c2ccc(S(N)(=O)=O)cc2)cc1 (configuration not stated),-5%
Cn1c(SCC(=O)c2ccccc2)nnc1-c1cccs1,1%
O=C(NCCCNC(=O)c1ccco1)c1ccc(F)cc1,5%
CCCCOc1ccc(N=Nc2ccc(N)nc2N)cn1,-11%
CCn1cc(C(=O)NCCc2ccc(C)cc2)c(=O)c2cc(S(=O)(=O)N(C)C)ccc21,-8%
CCCCOc1ccccc1NC(=O)Cn1c(-c2cncs2)nc2ccccc21,-6%
O=[N+]([O-])c1ccc(NCCCc2ccccc2)cc1,-5%
CC1CC2=C(C(=O)O1)C(c1ccc(Cl)cc1)Nc1ccccc1N2 (configuration not stated),2%
COc1ccc(OCC(O)Cn2c(Nc3cccc(C)c3)nc3c2c(=O)n(C)c(=O)n3C)cc1 (configuration not stated),-8%

# Random excerpt: 6 compounds from above.
SMILES,aSyn tox rescue
Cc1cc(C)cc(OC(C)C(=O)NCCCn2ccnc2)c1 (configuration not stated),1%
CCOC(=O)Cc1ccc(NC(=O)Nc2cc3c(cc2N2CCCCC2)n(C)c(=O)n3C)cc1,4%
CC1CCCCN1C(=O)C(Cc1ccccc1)N1C(=O)C2CCCCC2C1=O (configuration not stated),-12%
COc1ccc(C(=O)CCC(=O)Nc2ccc(F)cc2F)cc1,-5%
Cc1csc(NC(=O)c2cn3ccccc3n2)n1,-22%
CCCCOc1ccccc1NC(=O)Cn1c(-c2cncs2)nc2ccccc21,-6%
